EPAC2 agonist = activates human EPAC2 exchange factor; EPAC2 activation, biochemical qHTS; response scale: 100% = 6.5 mM cAMP response; actives 0.079% (n = 360,000); Q8WZA2; Potency, µM (series often up to 154 µM), for the others: at the top dose activation, most hits filed as activators; further: potency means the concentration at half of the fitted maximal effect; nearly all actives have a fitted effect of over 50% in size
Target sequence (Q8WZA2 whole entry, looked up): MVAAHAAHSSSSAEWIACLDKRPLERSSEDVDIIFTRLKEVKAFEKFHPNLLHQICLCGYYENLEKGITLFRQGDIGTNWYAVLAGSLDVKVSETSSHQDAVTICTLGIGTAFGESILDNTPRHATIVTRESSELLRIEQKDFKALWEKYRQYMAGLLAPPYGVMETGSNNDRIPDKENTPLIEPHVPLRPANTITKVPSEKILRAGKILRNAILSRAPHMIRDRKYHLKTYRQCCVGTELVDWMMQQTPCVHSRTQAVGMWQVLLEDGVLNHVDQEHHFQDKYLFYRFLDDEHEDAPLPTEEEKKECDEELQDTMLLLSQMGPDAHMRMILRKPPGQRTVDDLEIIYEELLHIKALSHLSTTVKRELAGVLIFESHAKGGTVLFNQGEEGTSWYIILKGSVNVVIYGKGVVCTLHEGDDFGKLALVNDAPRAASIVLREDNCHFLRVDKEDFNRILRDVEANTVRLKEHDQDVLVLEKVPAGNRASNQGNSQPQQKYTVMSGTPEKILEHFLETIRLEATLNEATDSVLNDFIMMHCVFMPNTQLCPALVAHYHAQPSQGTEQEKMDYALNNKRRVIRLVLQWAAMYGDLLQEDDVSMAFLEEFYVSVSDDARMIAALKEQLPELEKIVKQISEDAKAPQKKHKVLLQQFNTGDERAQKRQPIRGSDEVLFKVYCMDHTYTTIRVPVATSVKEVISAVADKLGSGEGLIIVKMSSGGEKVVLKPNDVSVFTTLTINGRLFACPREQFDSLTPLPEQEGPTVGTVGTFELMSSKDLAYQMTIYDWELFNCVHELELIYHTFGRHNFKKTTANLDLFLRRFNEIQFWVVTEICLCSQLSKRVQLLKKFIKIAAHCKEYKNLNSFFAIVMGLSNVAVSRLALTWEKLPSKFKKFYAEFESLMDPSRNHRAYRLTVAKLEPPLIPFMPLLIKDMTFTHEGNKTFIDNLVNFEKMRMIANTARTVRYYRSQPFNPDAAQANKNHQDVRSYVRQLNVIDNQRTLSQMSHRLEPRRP
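Guanine nucleotide exchange by EPAC2 is measured as reduced fluorescence of BODIPY-GDP once it is released from 250 nM Rap1B. Plates are read kinetically for 30 min at room temperature; results are scaled to 6.5 mM cAMP.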
Nrf2 activator = Nrf2 pathway activation; Potency, µM (doses to about 46.1 µM), without a hit: at the top dose activation, hits mostly activators; actives 0.31% (n = 410,000); AREc32 ARE-luciferase reporter (MCF7-derived line), luminescence, 24 h; further: potency means the concentration at half of the fitted maximal effect; % of control where 0% means no effect; nearly all actives have a fitted effect of over 65% in size
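For detection, Steady-Glo was added and plates sat 30 min at RT; before that, AREc32_Fluc cells grown overnight in OPTI-MEM/5% FBS had been treated with 23 nL compound for 24 hr at 37 deg C.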
Akt phos inh = blocks phosphorylation of Akt; activity change, % for hits at 50 µM; AID 651550; Neuro2A IGF-stimulated pAkt S473 HTRF, 20 min; hits give low values; actives 0.32% (n = 360,000); in the data active means activity change below about -80%; inconclusive means mostly about -51% to -80%; further: on the % scale 0 is the no-effect control and ±100 the full control effect
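Neuro2A cells (4,500/well, DMEM with 0.5% FBS) were treated with compound at a single 50 µM final concentration, stimulated with 6 nM IGF for 20 min at 37 °C, and lysed. Phospho-Akt Ser473 was read by HTRF as 665/615 ratio ×10^4.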
TGFb inhibitor = TGF-b pathway inhibition. HepG2 CAGA-GFP TGF-b/SMAD3 reporter, GFP fluorescence, 18 h; TGF-beta stimulated, 500 pg/mL final. Potency, µM (doses to about 46.1 µM), for the others: top-dose activity, negative = inhibition, usual class: inhibitors. actives 1.2% (n = 410,000). AID 588855; further: potency means the concentration at half of the fitted maximal effect; on the % scale 0 is the no-effect control and ±100 the full control effect; nearly all actives have a fitted effect of over 65% in size
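HEPG2 CAGA-GFP reporter cells (1000/well, DMEM with 1% FBS) received compounds, then recombinant TGF-beta at 500 pg/mL final for 18 hours at 37 degrees C. Per-cell GFP summed per well was normalised to unstimulated and stimulated DMSO controls before curve fitting.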
Nrf2 inh = blocks Nrf2 signaling | Potency, µM (top dose mostly 46 µM), inactives show top-dose activity change, negative = inhibition, most hits filed as inhibitors | AID 504444 | actives 2.1% (n = 360,000) | A549 ARE-Fluc reporter, luciferase luminescence, 18-24 h; further: potency means the concentration at half of the fitted maximal effect; on the % scale 0 is the no-effect control and ±100 the full control effect; nearly all actives have a fitted effect of over 60% in size
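Two sequential reads on A549 ARE_Fluc cells exposed to compound for 18-24 h: a CellTiter-Fluor fluorescence read for viability, then a luciferase luminescence read for Nrf2/ARE activity.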
MmCpn inh = M. maripaludis TRiC chaperonin inhibition | purified Mm-Cpn ATPase, ADP Transcreener TR-FRET | Potency, µM (titrated, usually from 76.9 µM), without a hit: at the highest dose activity, negative = inhibition, hits mostly inhibitors | actives 0.031% (n = 330,000) | AID 504842; further: potency means the concentration at half of the fitted maximal effect; on the % scale 0 is the no-effect control and ±100 the full control effect; nearly all actives have a fitted effect of over 80% in size
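Inhibition of chaperonin ATP hydrolysis is measured as reduced ADP production, detected by competitive TR-FRET in which signal falls with ADP. Final enzyme 25 nM and ATP 10 uM, reacted 30 min at 37°C.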
EPAC2 antag = blocks human EPAC2 exchange factor; EPAC2 GEF exchange of Rap1B-BODIPY-GDP, fluorescence; Potency, µM (top dose mostly 114 µM), for inactives: top-dose activity, negative = inhibition, actives largely listed as inhibitors; actives 0.18% (n = 360,000); AID 720708; further: potency means the concentration at half of the fitted maximal effect; on the % scale 0 is the no-effect control and ±100 the full control effect; nearly all actives have a fitted effect of over 45% in size; many of its hits are not listed in these tables
CCT modulator = changes cytosolic chaperonin activity. purified chaperonin ATPase assay, HTRF ADP detection, 30 min. activity change, % (concentration not given with the values), hits read low. actives 0.3% (n = 360,000); in the data active means activity change below about -30%; further: on the % scale 0 is the no-effect control and ±100 the full control effect
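First, chaperonin was dispensed at 40 nM or 20 nM final depending on batch activity. Next, compounds were pinned at 76 uM and ATP added at 10 uM. After 30 min at 37 °C, ADP detection reagents ran 30 min at ambient temperature.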
A549 viability = kills or reduces viability of A549 cells in Nrf2 counter-screen | actives 0.16% (n = 390,000) | AID 504648 | Potency, µM (titrated, usually from 46 µM), without a hit: at the top dose activity change, negative = cytotoxicity, hits mostly inhibitors | A549 ARE-Fluc cells, CellTiter-Fluor viability, 18-24 h; further: potency means the concentration at half of the fitted maximal effect; on the % scale 0 is the no-effect control and ±100 the full control effect
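A549 ARE_Fluc cells in 5% FBS OPTI-MEM were exposed to compounds in concentration-response for 18-24 h at 37 deg C. Viability was read by CellTiter-Fluor fluorescence (Ex 405/Em 525) after 30 min, before the luciferase read.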
The depositor's hits bear a star; i = inactive; ? = inconclusive; nt = not tested or not shown; [ ] = another dose, or the depositor's remark. Unless noted, the call rests on the fitted dose curve; in most records, active means well fitted curve in the direction sought with a large enough effect; inconclusive means small, poorly fitted or top-dose-only effect, or another doubt; inactive means no such curve, though single readings can be large; an effect the other way counts as inactive or inconclusive. This is a subset, so the mix of outcomes need not match the whole.

smiles,EPAC2 agonist,EPAC2 antag,CCT modulator,TGFb inhibitor,MmCpn inh,A549 viability,Nrf2 inh,Akt phos inh,Nrf2 activator
O=C(CNC(=O)c1cccs1)OCC(=O)c1cccs1,0%,6%,0.4,-7%,-3%,-15%,-5%,i,-0.2%
O=C(COC(=O)c1cc(Br)ccc1O)NNC(=O)c1ccc(Cl)cc1,3%,0%,-8.5,0%,-2%,-7%,-11%,i,0.4%
NNc1ccc2nnc(C(F)(F)C(F)(F)C(F)(F)F)n2n1,3%,-11%,2.4,3%,-1%,5%,6%,i,4.2%
CC(C)CCN1CCN=C1N(C)C,-3%,-1%,3.2,-1%,-3%,7%,?,i,0.0%
COc1ccc(-c2csc(NC(CO)c3nc4ccccc4n3CCCO)n2)cc1 (centres undefined),5%,-11%,-0.8,-23%,nt,-4%,-4%,i,5.9%
CC(C)C(=O)Nc1ccc(C(=O)CN2C(=O)NC3(CCOc4ccccc43)C2=O)cc1 (centres undefined),6%,-1%,1.2,-2%,-3%,9%,8%,i,2.5%
CC1(C)CC[C@]2(C(=O)O)[C@H](O)C[C@]3(C)C(=CCC4[C@@]5(C)C[C@H](O)[C@H](O)[C@@](C)(CO)C5CC[C@]43C)[C@@H]2C1 (some centres undefined),1%,-14%,-0.7,-2%,2%,1%,2%,i,-0.7%
COC(=O)C1=C(C)N=C2SCCC(=O)N2C1c1ccc(OCc2ccccc2)c(OC)c1 (centres undefined),nt,nt,nt,0%,nt,-9%,-3%,nt,3.9%
Cc1ccc(NC(=O)C2CCCN2C(=O)NC2CCCCC2)cc1F (centres undefined),-7%,-10%,-1.3,34%[activator],0%,3%,15%,i,0.3%
CCc1nc(OCCN(CC)CC)c2oc3ccccc3c2n1,3%,0%,-0.6,0%,-8%,nt,11%,i,-0.1%
OC(CN1CCCCC1)Cn1c2ccccc2c2ccccc21 (centres undefined),-1%,3%,-3.6,6%,3%,-5%,-8%,i,2.9%
CC1CCCC(C)N1c1nnc(NC(=O)Cn2c(=O)oc3ccccc32)s1 (centres undefined),8%,-11%,1.2,0%,-2%,-10%,-16%,i,-0.5%
NS(=O)(=O)c1ccc(CCNc2ncnc3sccc23)cc1,-2%,-5%,-0.6,-8%,1%,-25%,1.6µM*,i,0.2%
O=C(c1ccc(Cl)cc1)N1CCN(c2ccc(F)cc2)CC1,-5%,-23%,0.5,5%,?,0%,-19%,i,0.9%
Cc1c(NC(=O)COc2cccc(Br)c2)c(=O)n(-c2ccccc2)n1C,9%,-5%,-1.4,-14%,2%,11%,-1%,i,-0.1%
CC(C)[C@H](NS(=O)(=O)c1ccccc1)C(=O)Nc1nccs1,8%,3%,0.2,-7%,-1%,-2%,-10%,i,2.9%
CSCCC(NS(=O)(=O)c1ccc(F)cc1)C(=O)NCc1ccc(S(N)(=O)=O)cc1 (centres undefined),4%,4%,1.5,1%,0%,0%,?,i,-0.8%
O=S(=O)(CCC1CCCCN1)c1ccccc1 (centres undefined),6%,12%,2.1,24%,1%,2%,9%,i,0.0%
Cc1ccccc1-n1c(=O)n(Cc2ccc(C(=O)O)cc2)c(=O)c2[nH]cnc21,-5%,0%,-1.5,5%,2%,-3%,?,i,2.4%
CC(C)(C)n1ncc2c(=O)n(CC(=O)N3CCCCCC3)cnc21,4%,19%,-0.8,-7%,1%,0%,?,i,-0.1%
O=C1COc2ccc(C(=O)COC(=O)CNS(=O)(=O)c3cccc(F)c3)cc2N1,6%,-1%,0.7,0%,-4%,1%,3%,i,-0.3%
O=C(Nc1ccc(C(=O)O)cc1)Nc1ccc(F)cc1F,2%,-19%,-2.1,-10%,-1%,1%,3%,i,-0.2%
N#CNC(=Nc1ccccc1)SCc1ccc(C(=O)O)cc1,13%,-2%,0.7,-2%,2%,0%,4%,i,0.3%
O=C(O)CC(CC(=O)Nc1ccc(-n2ccc(C(F)(F)F)n2)cc1)c1ccccc1 (centres undefined),3%,3%,-2.9,1%,1%,-12%,-6%,i,0.0%
CC(=O)CSc1nc2c(c(=O)[nH]c(=O)n2C)n1CCCc1ccccc1,1%,7%,3.1,4%,-1%,3%,-27%,i,2.2%
Cc1cc(/C=C2\SC(=Nc3ccccc3)NC2=O)c(C)n1-c1ccc(S(N)(=O)=O)cc1,6%,0%,-4.4,13µM*,-1%,8.2µM*,nt,i,4.3%
Cc1ccc(NS(=O)(=O)c2ccc(N/N=C/c3ccncc3)c([N+](=O)[O-])c2)c(C)c1,10%,-4%,-0.3,-19%,0%,11%,7%,i,0.5%
Oc1c(CN2CCOCC2)cc(-c2ccccc2)cc1CN1CCOCC1,2%,9%,-3.6,0%,-1%,-2%,14%,i,-0.5%
Cc1ccc(S(=O)(=O)N2CCN(S(=O)(=O)c3ccc(C)cc3)C3OCCOC32)cc1 (centres undefined),5%,-8%,-1.6,2%,2%,-1%,nt,nt,-1.1%
COC(=O)CCCCCN1C(=O)NC(C2CC2)C(C(=O)OCc2ccccc2)=C1C (centres undefined),1%,1%,-0.6,?,nt,0%,5%,i,1.2%
Cc1nc(-c2ccc(F)cc2)c(CC(=O)N(C)CC(=O)Nc2ccc(F)cc2)s1,2%,1%,-0.8,?,1%,-8%,-10%,i,-0.3%
Cc1ccc(C)c(CN2C(=O)c3ccccc3S(=O)c3ccc(C(=O)NCCC4=CCCCC4)cc32)c1 (centres undefined),nt,nt,nt,-2%,nt,1%,-3%,nt,-0.7%
COC(=O)CSc1nnc(CNC(=O)c2cc(OC)cc(OC)c2)n1-c1ccc(F)cc1,3%,9%,-2.2,0%,-3%,?,?,i,8.6%
CN1CCc2c(sc3c2C(=O)NC(c2ccc(C(C)(C)C)cc2)N3)C1 (centres undefined),nt,nt,nt,52%[activator],nt,-1%,14%,nt,0.0%
Cc1ccc2nc(-c3ccc(Cl)c(NC(=O)COc4ccc(C(C)C)cc4)c3)oc2c1,nt,nt,nt,3%,nt,-5%,?,nt,6.3%
Cc1cc2nc(-c3ccc(SCC(=O)N4CCOCC4)nc3)[nH]c2cc1C,-24%,-3%,-0.2,3%,-8%,-1%,nt,i,-0.8%

Three of the compounds above, as labelled records.
Cc1ccc(NS(=O)(=O)c2ccc(N/N=C/c3ccncc3)c([N+](=O)[O-])c2)c(C)c1
- EPAC2 agonist = 10%
- EPAC2 antag = -4%
- CCT modulator = -0.3
- TGFb inhibitor = -19%
- MmCpn inh = 0%
- A549 viability = 11%
- Nrf2 inh = 7%
- Akt phos inh = i
- Nrf2 activator = 0.5%
Oc1c(CN2CCOCC2)cc(-c2ccccc2)cc1CN1CCOCC1
- EPAC2 agonist = 2%
- EPAC2 antag = 9%
- CCT modulator = -3.6
- TGFb inhibitor = 0%
- MmCpn inh = -1%
- A549 viability = -2%
- Nrf2 inh = 14%
- Akt phos inh = i
- Nrf2 activator = -0.5%
Cc1ccc(S(=O)(=O)N2CCN(S(=O)(=O)c3ccc(C)cc3)C3OCCOC32)cc1 (centres undefined)
- EPAC2 agonist = 5%
- EPAC2 antag = -8%
- CCT modulator = -1.6
- TGFb inhibitor = 2%
- MmCpn inh = 2%
- A549 viability = -1%
- Nrf2 inh = nt
- Akt phos inh = nt
- Nrf2 activator = -1.1%

New compounds follow:
smiles,EPAC2 agonist,EPAC2 antag,CCT modulator,TGFb inhibitor,MmCpn inh,A549 viability,Nrf2 inh,Akt phos inh,Nrf2 activator
COc1ccc(NC(=O)c2ccc(-c3ccccc3Cl)o2)cc1,12%,-17%,-0.8,-28%,-7%,8%,?,i,5.4%
COc1ccccc1NC(=O)Cn1c(=O)n(-c2ccc(C)cc2)c(=O)c2ccc(C(=O)NCc3ccco3)cc21,nt,nt,nt,-17%,nt,-1%,-20%,nt,-0.1%
CC1(C)CC(=O)C2=C(C1)OC(/N=C/N1CCCC1)=C(C#N)C2c1ccccc1 (centres undefined),10%,2%,-8.3,-3%,0%,6%,-9%,i,-0.7%
CCc1nc2c(OCc3ccc(F)c(F)c3)cccn2c1N(C)C(=O)c1ccco1,0%,-1%,-0.8,-9%,nt,nt,nt,i,0.3%
COc1ccc(-c2noc(CN(C)Cc3ccccc3)n2)c(OC)c1OC,10%,-18%,-2.4,-4%,-3%,18%,-2%,i,5.0%
O=C(CSc1ccc(F)cc1)NCC1(N2CCOCC2)CCCCC1,-3%,3%,-9.0,-14%,0%,-5%,17%,i,-0.5%
COc1ccc(OC)c(C(C)NC(=S)NC2CCCCC2)c1 (centres undefined),23%,0%,0.1,-14%,0%,0%,18µM*,i,-0.4%
Cc1ccc(C2CC(C(F)(F)F)n3nc(C(=O)NCc4c(C)nn(C)c4C)c(Cl)c3N2)cc1 (centres undefined),9%,-6%,0.8,13µM*,1%,-29%,12µM*,i,5.7%
CCOC(=O)[C@H]1[C@H]2COc3ccc(C)cc3[C@@H]2N2C(=O)c3cc(F)c(F)cc3NC(=O)[C@@]12C,14%,?,-4.8,0%,-3%,2%,?,i,1.8%
CCCN1CCC(NC(=O)Nc2ccc(F)cc2F)CC1,-7%,0%,3.0,-15%,1%,-5%,0%,nt,0.1%
Cc1cc2c(sc3c(C)ccc(C)c32)c(C)n1,7%,-14%,-1.1,-27%,0%,1%,2%,i,2.3%
CCC(C)C(N)C1=NC(C(=O)N[C@@H](CC(C)C)C(=O)N[C@H](CCC(=O)[O-])C(=O)N[C@H](C(=O)N[C@H]2CCCCNC(=O)[C@H](CC(N)=O)NC(=O)[C@@H](CC(=O)[O-])NC(=O)[C@H](Cc3cnc[nH]3)NC(=O)[C@@H](Cc3ccccc3)NC(=O)[C@H]([C@@H](C)CC)NC(=O)[C@@H](CCCN)NC2=O)[C@@H](C)CC)CS1.[Zn+2] (some centres undefined),-7%,?,1.7,1%,nt,-1%,?,i,-0.2%
C[C@]12C(=O)N(c3cccc(F)c3)C(=O)N1[C@@H]1c3ccccc3OC[C@@H]1[C@H]2c1ccccc1,12%,-5%,-5.0,-14%,-15%,-5%,3%,i,-0.3%

Compound activity from PubChem.
